Screens deposited in PubChem by several laboratories.
HSF1 activator: increases HSF-1 driven luciferase reporter signal; NIH3T3-HGL HSF-1 luciferase reporter, MG132, 8 h; 100% = twice DMSO control signal; activation, % at 9 µM; 300,000 tested, 1.7% active; AID 504408;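 active means mean replicate activation of at least 50% with a set share of replicates each reaching 50%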;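 further: 0% = median of the neutral control wells and 100% = twice that signal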
GSK3 alpha inh: blocks human GSK-3 alpha kinase; ADP-Glo luminescence, 60 min; 320,000 tested, 0.1% active; P49840; inhibition, % at 10 µM;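 in the data active means inhibition above about 50%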;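 further: GST-tagged GSK-3 alpha with peptide substrate and 25 µM ATP; 0% = DMSO neutral wells and 100% = GW8510 positive control wells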
Target sequence (P49840 whole entry, looked up): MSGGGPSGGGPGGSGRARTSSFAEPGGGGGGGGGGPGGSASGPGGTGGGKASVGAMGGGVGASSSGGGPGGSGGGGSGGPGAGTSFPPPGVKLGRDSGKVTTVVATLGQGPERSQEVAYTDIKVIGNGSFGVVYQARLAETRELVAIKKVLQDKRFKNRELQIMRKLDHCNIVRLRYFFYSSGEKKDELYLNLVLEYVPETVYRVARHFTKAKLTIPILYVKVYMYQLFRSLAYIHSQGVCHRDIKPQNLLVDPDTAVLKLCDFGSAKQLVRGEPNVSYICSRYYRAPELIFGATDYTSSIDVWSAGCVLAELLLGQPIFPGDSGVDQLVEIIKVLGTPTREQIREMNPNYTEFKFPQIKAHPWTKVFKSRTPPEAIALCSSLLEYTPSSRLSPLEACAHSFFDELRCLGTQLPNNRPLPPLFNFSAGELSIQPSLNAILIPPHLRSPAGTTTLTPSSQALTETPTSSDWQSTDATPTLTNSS
GSK3beta inhib: human GSK3beta kinase inhibition; P49841; GST-GSK3beta kinase, ADP-Glo luminescence, 60 min; stronger effect = lower value; activity score (negative = inhibition), % at 10 µM; 300,000 tested, 0.038% active; AID 2097;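 active means more than half of replicate wells score below -50%, meaning over 50% inhibition versus plate controls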;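 further: 0% = median DMSO wells and -100% = median GW8510 positive control wells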
Target sequence (P49841 whole entry, looked up): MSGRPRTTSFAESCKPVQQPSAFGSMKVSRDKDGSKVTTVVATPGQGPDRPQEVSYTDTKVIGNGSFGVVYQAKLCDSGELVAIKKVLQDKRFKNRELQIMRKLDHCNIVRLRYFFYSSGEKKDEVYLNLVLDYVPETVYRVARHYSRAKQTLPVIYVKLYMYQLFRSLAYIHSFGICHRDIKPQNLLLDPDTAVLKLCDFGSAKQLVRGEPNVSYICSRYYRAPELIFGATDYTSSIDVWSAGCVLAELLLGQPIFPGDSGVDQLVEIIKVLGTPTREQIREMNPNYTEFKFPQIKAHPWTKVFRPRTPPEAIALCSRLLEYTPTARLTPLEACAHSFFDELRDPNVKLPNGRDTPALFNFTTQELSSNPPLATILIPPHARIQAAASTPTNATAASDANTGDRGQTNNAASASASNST
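Test system – GST-tagged human GSK3beta kinase, cell-free · Incubation – 60 min enzyme reaction, room temperature · Signal – ADP-Glo luminescence · Also added – peptide substrate and ATP at 25 µM · Controls – DMSO neutral wells and GW8510 at 20 µM as positive · Buffer or medium – Tris/MgCl2 kinase buffer · Measure – Luminescence-derived activity versus plate DMSO and GW8510 wells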
IEC-6 tox: counter-screen for KLF5 inhibitors: cytotoxicity in IEC-6 cells | IEC-6 cytotoxicity, luminescence viability | inhibition, % at 5 µM | 290,000 tested, 0.78% active; in the data active means inhibition above about 22%;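 further: 0% = plate median of test compound wells and 100% = cytotoxic reference compound wells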
HSP90 inh: HSP90 refolding inhibition in rabbit reticulocyte lysate. luciferase refolding luminescence, 3 h. inhibition, % at 5.6 µM. 290,000 tested, 0.91% active;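 active means inhibition above the screen-wide mean plus 3 SD, computed separately per campaign, cut at about 16% in these data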;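 further: 0% = DMSO wells and 100% = 60 µM geldanamycin wells; inhibitors lower the luminescence because luciferase stays unfolded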
AI-2 QS mod: modulates the Vibrio harveyi AI-2 quorum sensing system; Vibrio harveyi JMH597 AI-2 luminescence/OD600 ratio, 9 h; stronger effect = lower value; strain lacks LuxN and CqsS sensors; 0 = neutral-control median; 300,000 tested, 0.4% active; activity change, % at 7.5 µM; in the data active means activity change below about -75%, passing the limit was not always enough;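 further: luminescence divided by OD600 gain over 9 h not by final OD600 alone; inactives centre near 13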
KLF5 inh: inhibitors of KLF5 expression; DLD-1 KLF5 promoter-luciferase reporter, luminescence; inhibition, % at 5 µM; 290,000 tested, 0.23% active; AID 1700;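 active means inhibition above a per-plate limit of that plate's mean compound inhibition plus 3 SD, cut at about 60% in these data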;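 further: 0% = DMSO wells and 100% = LY294002 at 200 µM; higher means less KLF5 promoter-driven luciferase light; inactives centre near -14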
aSyn UTR inh: MLPCN primary screen, SNCA 5' untranslated region | alpha-synuclein 5'UTR reporter, inhibitor activity | inhibition, % (tested at 7.5 µM) | 300,000 tested, 0.82% active | AID 1813; in the data active means inhibition above about 60%;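 further: H4 neuroglioblastoma cells stably carrying SNCA 5'UTR luciferase fusion; 0% = DMSO wells and 100% = positive control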
HSF1 inh: HSF1 inhibition | NIH3T3-HGL HSE-luciferase, MG132-induced, luminescence 8 h; stronger effect = lower value | activity change, negative = inhibition, % at 7.5 µM (by protocol) | 300,000 tested, 0.77% active | AID 2098;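 active means more than half of replicate wells show activity change below -50%, luminescence cut by over half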;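 further: luciferase reports HSF-1 transcriptional activity via heat shock element; 0% = median of DMSO wells and -100% = zero luminescence signal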
HIF act: HIF pathway transcriptional activation; U2OS HRE-luciferase reporter, luminescence; normalized: DMSO 0%, desferrioxamine 100%; activation, % at 7.5 µM (by protocol); AID 1910; 300,000 tested, 0.32% active;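 active means mean activation of at least 10% of the iron chelator positive control signal, with at least half of replicates also reaching 10%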
The depositor's hits bear a star; · = not tested or not shown.

SMILES	HSF1 activator	GSK3 alpha inh	GSK3beta inhib	IEC-6 tox	HSP90 inh	AI-2 QS mod	KLF5 inh	aSyn UTR inh	HSF1 inh	HIF act
O=C(COc1c(Br)cc(Br)cc1Br)N/N=C/c1ccco1	·	·	-2	5	-5	16	-17	·	·	·
COc1ccc(S(=O)(=O)n2cnc3ccccc32)c(C)c1	-15	-3	0	5	2	35	-28	-6	4	-0.8
N#C/C(=C/c1cn(-c2ccccc2)nc1-c1cccc(S(=O)(=O)N2CCOCC2)c1)C(=O)NCc1ccco1	4	0	0	5	-3	25	-20	12	1	0.1
CCc1ccc(-c2cc(C(=O)NN3CCOCC3)c3ccccc3n2)s1	11	-3	0	13	3	-4	-8	-16	6	1.1
O=C(CCC(=O)Nc1cccc(C(F)(F)F)c1)NCC1CCCO1 (stereo not drawn)	-15	1	-2	8	2	4	-3	2	-2	-1.4
CC(C)c1nnc(NC(=O)CCC(=O)N2CCN(c3ccc(F)cc3)CC2)s1	4	-5	1	-3	-4	17	-15	-5	-4	0.5
COc1ccc(C(=O)Cc2cc3ccccc3oc2=O)cc1	56*	-1	0	-5	0	18	-169	-125	48	2.2
CCOC(=O)N1CCC(NC(=O)CCC(=O)N2CC(C)Oc3ccc(C)cc32)CC1 (stereo not drawn)	16	1	3	-6	0	8	-26	14	-4	-0.1
CN(C)S(=O)(=O)c1ccc(N2CCCC2)c(C(=O)NCc2ccccc2)c1	-1	0	0	1	6	15	-17	4	-8	-0.5
COc1ccc(OC)c(S(=O)(=O)N2CCC(C(=O)N3CCc4ccccc4C3)CC2)c1	10	1	-3	1	8	27	-22	12	5	-6.4
CNc1c(NC(=O)COc2ccc(Cl)cc2)c(=O)oc2ccccc12	12	-2	2	2	0	13	-20	-8	4	0.5
COc1ccc(CN2CCC(CO)(Cc3ccccc3)CC2)cc1Cn1cccn1	-18	-1	0	-3	-2	10	-43	-7	-4	-0.9
COc1ccc(CCNC(=O)CC2SC(=NCCc3ccccc3)NC2=O)cc1 (stereo not drawn)	8	-4	0	9	0	19	5	12	1	-0.3
CC(=O)Oc1ccccc1C(=O)N1CCN(S(=O)(=O)c2ccc3ccccc3c2)CC1	-13	-2	-2	4	-6	7	-77	11	-5	0.0
N#Cc1cn(-c2ccccc2)nc1-c1ccccc1	28	1	3	6	-4	9	-17	-78	-3	0.1
CCN1CCN(c2ccc(S(=O)(=O)N3CCOCC3)cc2NC(=O)c2ccc(Cl)cc2Cl)CC1	-5	-1	-26	·	·	22	·	14	7	0.3
c1ccc(CSc2ccc3nnc(-c4ccccn4)n3n2)cc1	4	0	2	4	-2	30	-16	11	2	-0.7
Cn1c(SCC(=O)OC2CCCCC2)nnc1-c1ccc2c(c1)OCO2	-5	6	-4	6	5	18	-32	-9	-4	-0.1
C=CCN(CC=C)Cc1cc(=O)n2c(-c3ccccc3)csc2n1	-13	1	0	-4	1	17	-7	-45	-13	-0.6
COCCNC(=O)CN1N=C(c2ccc(C)cc2)CCC1=O	-13	0	-1	-6	1	10	-7	-15	-2	0.0
CSc1ccc(C(=O)C2CCCN(C(=O)c3csc(C(C)=O)c3)C2)cc1 (stereo not drawn)	3	-2	0	-1	-1	24	-2	-28	10	-0.1
CCc1ccc(N/C(N)=N/c2nc(CSc3ccccn3)cc(=O)[nH]2)cc1	4	0	-11	2	3	9	9	12	-6	-1.3
Cc1ccccc1C(=O)Nc1ccc(C(=O)NNC(=O)CCCOc2ccc(Cl)cc2Cl)cc1	-2	-1	1	-4	-2	12	-23	-15	-11	-0.7
CC(C)C[C@H](NC(=O)N1c2ccccc2NC(=O)[C@@H]1C(C)C)C(=O)N[C@@H](Cc1ccccc1)C(=O)O	-9	-2	3	-1	-6	8	3	4	-6	0.1
CN(C)S(=O)(=O)c1ccc(Cl)c(NC(=O)CSc2nnnn2-c2ccc(O)cc2)c1	21	·	-2	-1	1	49	-8	13	0	-0.7
Following part
SMILES	HSF1 activator	GSK3 alpha inh	GSK3beta inhib	IEC-6 tox	HSP90 inh	AI-2 QS mod	KLF5 inh	aSyn UTR inh	HSF1 inh	HIF act
Cc1ccc(Nc2nnc(SC3CCOC3=O)s2)cc1 (stereo not drawn)	4	1	1	-5	2	-23	-30	24	6	-0.2
C1CC1Cc1noc(CN2CCN(C3C4CC5CC(C4)CC3C5)CC2)n1 (stereo not drawn)	0	-1	0	-2	0	7	-37	-4	-6	-0.1
COc1ccc(NC(=O)Cn2c(C)cc(=O)c3ccccc32)cc1	4	-3	-3	2	1	12	-22	-9	-4	0.2
Cc1cc(NC(=O)CSc2nc(=O)n3cccc(C)c3n2)no1	3	2	2	·	·	20	·	15	-5	-0.4
COc1ccc(S(=O)(=O)N2CCN(C)CC2)cc1NC(=O)c1ccccc1	-7	0	2	0	0	25	-12	33	-10	-0.1
CCOC(=O)Cc1csc(NC(=O)C2CCCN(S(=O)(=O)c3cnc[nH]3)C2)n1 (stereo not drawn)	·	1	·	2	-1	·	0	·	·	·
O=C(NNC(=O)c1sc2ccccc2c1Cl)Nc1ccc(Cl)cc1	29	0	-3	2	-3	20	-32	2	20	0.1
CCOc1ccc(N2C(=O)CC(N3CCN(c4ccc(C(=O)c5ccncc5)cc4)CC3)C2=O)cc1 (stereo not drawn)	-17	0	1	-3	5	11	-21	16	0	-0.9
Cc1ccc(Cn2ccsc2=NC(=O)COC(=O)C(C)C)cc1	-17	-4	-2	0	2	20	-13	-1	-2	0.0
CC1(CCc2ccccc2)NC(=S)N(c2ccccc2)N1 (stereo not drawn)	38	-2	1	1	-5	-12	-35	-20	0	0.1
O=C(O)/C=C/C(=O)Nc1c(F)cccc1F	-1	1	2	-3	1	39	-10	-5	-9	-0.2
COc1ccc(NC(=O)C(c2ccc(C)cc2)N(C)C(=O)c2ccc(=O)[nH]c2)cc1 (stereo not drawn)	4	-3	-1	-4	-5	-1	-49	10	-3	-0.4
C=CC(=O)Nc1sc2c(c1C(N)=O)CCCC2	10	23	-17	·	·	27	·	11	4	0.8
CCN(CC)S(=O)(=O)c1ccc(Cl)c(C(=O)NCc2ccco2)c1	12	0	-1	3	0	0	-16	-11	-1	-0.9
Cc1ccc(-c2cn(C[C@H]3CC[C@@H]([C@@H]4CC[C@H](Cn5cc(-c6ccc(C)cc6)nn5)O4)O3)nn2)cc1	-7	-1	-3	6	-1	12	-28	-25	1	0.1
COc1ccc(CNS(=O)(=O)CCNC(=O)c2ccccc2)cc1	-2	-5	0	·	·	-2	·	-10	-4	3.8
Nc1nonc1-n1nnc(C(=O)N/N=C/c2ccccc2Cl)c1-c1ccc2c(c1)OCO2	3	3	8	-4	7	13	-29	26	-11	0.0
COc1ccccc1CNC(=O)COc1ccc([N+](=O)[O-])cc1	-12	-3	0	3	-1	7	-18	-26	4	0.3
COc1ccccc1NC(=O)c1cccc(NC(=O)c2ccco2)c1	0	-3	0	-3	-2	42	-46	14	0	0.1
COc1ccccc1/C=C/C=N/NC(=O)CCn1cnc2ccccc21	-2	-4	2	9	0	19	-1	8	-3	3.0
CCOC(=O)c1cc(C#N)c(N)nc1C	-9	-1	6	0	5	20	-17	6	-13	-0.4
C=CCC(Nc1ccccc1)c1ccc(OC)c(OC)c1 (stereo not drawn)	-71	-2	-1	-4	0	24	-24	-5	-63*	-0.1
COc1cc(NC(=O)c2cc(C(C)C)on2)cc(OC)c1OC	-9	0	5	-1	2	18	-39	-5	-4	0.3
O=C(CN1CCN(c2ccccn2)CC1)Nc1ccc(F)cc1F	-9	-2	-2	-2	4	2	-12	-30	3	0.2
Cc1ccccc1NC(=O)CN1CCc2ccccc2C1	-9	-1	0	-9	1	6	-12	2	-2	0.7
CCOC(=O)C1CCN(CC(O)COC(CC)c2ccccc2)CC1 (stereo not drawn)	6	-1	-28	1	-1	20	-15	-1	-11	0.2
CCC(CC)C(=O)Nc1ccncc1	16	-10	-1	5	-2	11	-10	7	-2	-0.6

One compound at a time (already shown). Order of values: HSF1 activator, GSK3 alpha inh, GSK3beta inhib, IEC-6 tox, HSP90 inh, AI-2 QS mod, KLF5 inh, aSyn UTR inh, HSF1 inh, HIF act
Shown for COCCNC(=O)CN1N=C(c2ccc(C)cc2)CCC1=O = -13, 0, -1, -6, 1, 10, -7, -15, -2, 0.0
Shown for CC(C)C[C@H](NC(=O)N1c2ccccc2NC(=O)[C@@H]1C(C)C)C(=O)N[C@@H](Cc1ccccc1)C(=O)O = -9, -2, 3, -1, -6, 8, 3, 4, -6, 0.1
Shown for N#Cc1cn(-c2ccccc2)nc1-c1ccccc1 = 28, 1, 3, 6, -4, 9, -17, -78, -3, 0.1
Shown for C=CC(=O)Nc1sc2c(c1C(N)=O)CCCC2 = 10, 23, -17, ·, ·, 27, ·, 11, 4, 0.8
Shown for CC(C)c1nnc(NC(=O)CCC(=O)N2CCN(c3ccc(F)cc3)CC2)s1 = 4, -5, 1, -3, -4, 17, -15, -5, -4, 0.5

Two compounds from above with just HIF act and GSK3 alpha inh.
structure | HIF act | GSK3 alpha inh
Cc1ccc(Cn2ccsc2=NC(=O)COC(=O)C(C)C)cc1 | 0.0 | -4
O=C(NNC(=O)c1sc2ccccc2c1Cl)Nc1ccc(Cl)cc1 | 0.1 | 0
